# Assay outcomes: PubChem BioAssay, National Center for Advancing Translational Sciences (NCATS)
# MBNL1-CUG inh: MBNL1-poly(CUG) RNA binding inhibition | TR-FRET MBNL1-His/biotin-(CUG)12 binding, 665/545 ratio | Potency, µM (series often up to 57.5 µM), for the others: at the highest dose activity change, negative = inhibition, most hits filed as inhibitors | actives 0.036% (n = 280,000); active means well fitted inhibition curve with a large enough effect in the signal ratio, with a control signal flat, not every such curve was filed as active; inconclusive means small, poorly fitted or top-dose-only effect, or effect the other way, or a change in a side signal; inactive means no such curve, though single readings can be large or run the other way; the % refers to the signal ratio; further: potency means the concentration at half of the fitted maximal effect; on the % scale 0 is the no-effect control and ±100 the full control effect
#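 Compound titration spanned 92 nM–58 uM against the MBNL1-His/biotin-(CUG)12 complex. After 60 min at room temperature with 5 nM streptavidin-XL665 and 0.055 ng/ul terbium anti-His, ratiometric 665/545 nm emission (Ex 340 nm) normalized to controls.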
# KCNH2 3.1 inh: blocks the human KCNH2 3.1 channel isoform; activity change, % (tested at about 1.8 µM); U2OS KCNH2 3.1, thallium flux FluxOr; stronger effect = lower value; actives 0.95% (n = 340,000); AID 720553;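 active means maximum activity change below -70%; inconclusive means maximum activity change from -70% to -50%; inactive means maximum activity change above -50%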;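 further: thallium influx rate constant from kinetic fluorescence after stimulation buffer; on the % scale 0 is the no-effect control and ±100 the full control effect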
#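 U2OS cells transduced with KCNH2 3.1 mutant virus (1.77 x 10^8 /mL, 4 h), plated overnight at 37 C, loaded 45 min with FluxOr dye plus Red40 quencher. Thallium flux rate constant from kinetic reads after stimulation buffer, normalised to controls.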
# Coupling enz: inhibits coupling enzyme system, counter-screen for aldolase hits; activity change, negative = inhibition, % at 58.2 µM, hits read low; AID 2472; actives 0.67% (n = 290,000); coupling enzyme system counterscreen, AmpLite Red fluorescence; in the data active means activity change below about -30%; further: on the % scale 0 is the no-effect control and ±100 the full control effect
#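 Final compound at 57.5 uM, incubated 10 min at RT with coupling enzyme reagent (glyceraldehyde-3-phosphate), then 20 min with substrate and AmpLite Red detection. Fluorescence read at 525/598 nm; tests interference with the coupling assay, not aldolase inhibition.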
# MLL CXXC-DNA inh: inhibitors of human MLL CXXC domain-DNA interaction. Potency, µM (series often up to 115 µM), for the others: at the highest dose activity change, negative = inhibition, actives largely listed as inhibitors. Q03164. actives 0.037% (n = 290,000). MLL-CXXC / FITC-HOXA9 DNA fluorescence polarization; active means well fitted inhibition curve with a large enough effect in the polarisation, with a control signal flat, not every such curve was filed as active; inconclusive means small, poorly fitted or top-dose-only effect, or effect the other way, or a change in a side signal; inactive means no such curve, though single readings can be large or run the other way; the % refers to the polarisation; further: potency means the concentration at half of the fitted maximal effect
#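 Purified MLL-CXXC (added from a 7 uM solution) was preincubated 5 min at ambient with pinned compounds in 50 mM Tris-HCl pH 7.5, 50 mM NaCl, 1 mM DTT, 0.05% BSA. Fluorescein-labeled HOX-A9 DNA (50 nM solution) followed, 30 min, then polarization read.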
# Integrin act MD: integrin-mediated muscular dystrophy alleviation activation; alpha7betagal myoblasts, beta-gal FDG fluorescence, 48 h; Potency, µM (series often up to 38.3 µM), for inactives: at the highest dose activation, actives largely listed as activators; actives 0.064% (n = 350,000); AID 624291;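 further: potency means the concentration at half of the fitted maximal effect; 100% = response of the positive control SU9516; nearly all actives have a fitted effect of over 60% in size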
#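 Alpha7betagal+/- myoblasts (passage 13) were plated 16-24 hr, then exposed to compounds (1:260 dilution of DMSO stock) for 48 hours at 37C. After MPER lysis, β-galactosidase reporter activity was read as FDG fluorescence (ex 480/em 540) after 30 minutes.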
# KCNH2 WT inh: blocks the wildtype human KCNH2 potassium channel | Q12809 | U2OS, BacMam KCNH2, thallium flux FluxOr; stronger effect = lower value | activity change, % at 1.84 µM | actives 0.37% (n = 340,000);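 active means maximum activity change below -70%; inconclusive means maximum activity change between -70% and -50%; inactive means maximum activity change above -50%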; further: on the % scale 0 is the no-effect control and ±100 the full control effect
#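 U2OS cells were transduced with wild-type KCNH2 virus (2.03 x 10^8 / mL) for 4 h at room temperature, then cultured overnight at 37 C. Thallium flux was read with FluxOr dye. Rate constants were normalized to DMSO controls.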
# A-T KAP1 phos: potential ataxia-telangiectasia treatments restoring KAP-1 phosphorylation | actives 0.19% (n = 320,000) | Potency, µM (doses to about 57.5 µM), without a hit: top-dose activation, actives largely listed as activators | […] A-T fibroblasts, KAP-1 phosphorylation AlphaLISA; neocarzinostatin DNA damage 30 min before lysis; further: potency means the concentration at half of the fitted maximal effect; % of control where 0% means no effect; nearly all actives have a fitted effect of over 45% in size
#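 ATM-like activity read as KAP-1 phosphorylation via AlphaLISA donor/acceptor antibody pairs after lysis and 6 hr at 25C. Cells were ATM-null patient fibroblasts ([…], hTERT), dosed 60 min, then exposed to the DSB inducer NCS for 30 min.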
# TRPV1 agonist: activates the human vanilloid receptor TRPV1. activation, % at 8.33 µM. TRPV1-expressing cells, Fluo-8 calcium influx, agonist mode. actives 0.19% (n = 320,000). Q8NER1; in the data active means activation above about 80%; inconclusive means between about 30% and that limit; further: 0% is about no effect
# Target sequence (Q8NER1 whole entry, looked up): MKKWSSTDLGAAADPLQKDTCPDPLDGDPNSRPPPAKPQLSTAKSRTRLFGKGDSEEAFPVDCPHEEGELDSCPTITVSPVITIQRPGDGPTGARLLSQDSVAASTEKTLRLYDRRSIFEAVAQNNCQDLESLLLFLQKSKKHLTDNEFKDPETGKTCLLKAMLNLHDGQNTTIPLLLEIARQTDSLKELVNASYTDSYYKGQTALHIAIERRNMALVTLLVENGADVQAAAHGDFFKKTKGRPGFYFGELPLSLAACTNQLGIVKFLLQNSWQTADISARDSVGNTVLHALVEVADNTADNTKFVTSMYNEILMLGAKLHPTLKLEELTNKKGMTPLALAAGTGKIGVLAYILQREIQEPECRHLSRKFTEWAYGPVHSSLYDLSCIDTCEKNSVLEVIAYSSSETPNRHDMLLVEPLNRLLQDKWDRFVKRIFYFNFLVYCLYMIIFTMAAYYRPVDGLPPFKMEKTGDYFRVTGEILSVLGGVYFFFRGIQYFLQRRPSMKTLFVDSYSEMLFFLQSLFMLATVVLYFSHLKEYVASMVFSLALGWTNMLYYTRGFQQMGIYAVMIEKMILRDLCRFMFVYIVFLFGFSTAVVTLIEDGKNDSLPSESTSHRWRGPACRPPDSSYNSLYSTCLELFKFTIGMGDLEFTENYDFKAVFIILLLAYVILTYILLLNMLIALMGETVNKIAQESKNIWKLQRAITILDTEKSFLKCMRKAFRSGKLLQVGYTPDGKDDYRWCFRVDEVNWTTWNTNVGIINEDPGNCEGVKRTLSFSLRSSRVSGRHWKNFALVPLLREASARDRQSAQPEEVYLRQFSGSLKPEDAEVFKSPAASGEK
#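 Fluo-8 calcium influx in TRPV1-expressing cells, kinetic read (ex 480/em 520 nm). Compound added and read 3 min for agonist activity, followed by capsaicin at EC20 final and 2 min further read for enhancement.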
# GALK inhibitor: inhibitors of human galactokinase; Purified GALK, Kinase-Glo residual ATP luminescence; actives 0.007% (n = 270,000); Potency, µM (top dose mostly 57.5 µM), for the others: at the highest dose activity change, negative = inhibition, most hits filed as inhibitors; further: potency means the concentration at half of the fitted maximal effect; on the % scale 0 is the no-effect control and ±100 the full control effect
#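 Luminescence from leftover ATP (Ultra-Glo luciferase/luciferin) served as read-out after a 1 h room-temperature reaction of 5 nM GALK with 35 uM ATP and 100 uM galactose.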
# S-ASM inh: inhibitors of human secretory acid sphingomyelinase; AID 504937; actives 0.006% (n = 340,000); placental ASM, HMU-PC fluorogenic substrate, 60 min; P17405; Potency, µM (series often up to 57.5 µM), inactives show top-dose activity change, negative = inhibition, actives largely listed as inhibitors; further: potency means the concentration at half of the fitted maximal effect
#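 Human placenta-derived ASM preincubated with compound 10 min at room temperature, then reacted with 9 uM (final) fluorogenic HMU-PC substrate for 60 min at 37 C. Stop solution raises pH to 10; fluorescence read at Ex 386/Em 447 nm.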
# Active calls of the source: *; ? = inconclusive; . = not tested or not shown; [ ] = remark or other dose. Unless noted, the call rests on the fitted dose curve; in most records, active means well fitted curve in the direction sought with a large enough effect; inconclusive means small, poorly fitted or top-dose-only effect, or another doubt; inactive means no such curve, though single readings can be large; an effect the other way counts as inactive or inconclusive.
SMILES,MBNL1-CUG inh,KCNH2 3.1 inh,Coupling enz,MLL CXXC-DNA inh,Integrin act MD,KCNH2 WT inh,A-T KAP1 phos,TRPV1 agonist,GALK inhibitor,S-ASM inh
COc1cc2c(=O)n(CCC(=O)NCC3CCCO3)c(=O)n(CC(=O)Nc3ccc(F)cc3)c2cc1OC (stereo not given),-7%,-20,0,-1%,-17%,10,4%,1,0%,-1%
CC1=NNC(=O)C1Cc1ccc(F)cc1 (stereo not given),-2%,-9,1,-4%,38%,2,-3%,2,12%,2%
CC1CC(=O)Nc2ccccc2N1C(=O)CSc1nnnn1C(C)C (stereo not given),.,0,.,.,29%,-3,2%,-2,.,-1%
CN(C)C(=O)CSc1nnc([C@H](Cc2ccccc2)NC(=O)OC(C)(C)C)o1,-6%,-2,-1,1%,7%,2,9%,1,-4%,3%
COCc1c(C(=O)OCC(=O)NCc2ccco2)oc2ccccc12,.,-14,.,.,26%,3,2%,.,.,2%
CCOc1ccc2oc(-c3ccccc3)c(C(=O)N(C)C)c2c1,3%,-25,4,5%,2%,6,-6%,5,-3%,2%
CC1CCCC(C)N1CCNC(=O)CCn1nc(-c2ccccc2)ccc1=O (stereo not given),-1%,-7,8,-2%,15%,13,2%,0,2%,0%
CCOc1ccccc1NC(=O)NNS(=O)(=O)c1cc(C)ccc1C,-4%,7,1,3%,-29%,-3,0%,3,1%,-2%
CCOC1OC2C(CO)OC(n3cnc4c(N)ncnc43)C2O1 (stereo not given),4%,1,2,2%,-22%,-1,17%,-3,0%,5%
COc1ccc(C(=O)OCn2nnc3ccccc3c2=O)cc1OC,9%,1,4,14%,12%,-24,8%,-6,5%,3%

# Looked up above.
# CN(C)C(=O)CSc1nnc([C@H](Cc2ccccc2)NC(=O)OC(C)(C)C)o1 | MLL CXXC-DNA inh = 1%
# CCOc1ccccc1NC(=O)NNS(=O)(=O)c1cc(C)ccc1C | KCNH2 WT inh = -3

# (list continues)
SMILES,MBNL1-CUG inh,KCNH2 3.1 inh,Coupling enz,MLL CXXC-DNA inh,Integrin act MD,KCNH2 WT inh,A-T KAP1 phos,TRPV1 agonist,GALK inhibitor,S-ASM inh
Cc1ccc(S(=O)(=O)/N=C2/NC(=O)/C(=C/c3ccncc3)S2)cc1,-16%,.,-3,-1%,.,.,-1%,5,-2%,.
CN(CC(=O)Nc1ccccc1C(F)(F)F)C(=O)CC1OC(=O)c2ccccc21 (stereo not given),-1%,-6,1,?,3%,-18,-1%,-2,-2%,0%
C=CCNC(=O)c1cc2c(C(F)(F)F)nn(C)c2s1,-1%,4,2,2%,22%,-13,16%,3,1%,0%
O=C(Nc1ccc(Oc2ccccc2)cc1)C1CC1,0%,-13,0,20%,13%,-6,0%,?,-2%,5%
Cc1sc2ncnc(N3CCC(C(=O)NCC(=O)Nc4ccc(F)c(F)c4)CC3)c2c1C,-5%,-9,5,?,-6%,4,1%,16,-1%,-10%
O=C(Nc1cc(Cl)cc(Cl)c1)C1C2C=CC3(O2)C1C(=O)N(CCCN1CCOCC1)C3C(=O)NC1CCCCC1 (stereo not given),0%,4,1,46%[activator],8%,18,-5%,0,-3%,-1%
O=C(COC(=O)CC1SC(N2CCCC2)=NC1=O)Nc1ccc(Br)cc1 (stereo not given),.,3,.,.,-3%,-2,-3%,6,.,5%
COCC(C)NC(=O)c1ccc2c(c1)S(=O)(=O)c1ccccc1C2=O (stereo not given),?,-2,.,-1%,-9%,-24,2%,-1,-7%,-3%
CN(c1ccc(OCC(=O)Nc2nc3ccccc3s2)cc1)S(=O)(=O)c1ccccc1,15%,-15,1,9%,-14%,19,-2%,1,0%,5%
COc1ccc(C(=O)Nc2ccnn2C2CCN(C(=O)c3cnsn3)CC2)cc1,4%,-7,2,-1%,11%,-11,-2%,-2,-3%,1%
CCOC(=O)CSc1nnc2n(C3CCCCC3)c(=O)c3c4c(sc3n12)CCCC4,-1%,-2,0,0%,15%[7.66 µM],-2,-1%,29,2%,-5%
COc1ccc(Cl)cc1C(=O)Nc1ccc(S(=O)(=O)N2CCCC2)cc1,1%,4,-1,9%,-3%,-1,4%,4,0%,0%
CC(C)N=c1c([N+](=O)[O-])nn(C)n1O,?,6,-2,2%,-35%,-3,-4%,-2,-3%,-4%
O=C(NC1CCCC1)c1ccc(Br)c(S(=O)(=O)N2CCCCC2)c1,-1%,-2,2,?,5%,-11,9%,2,-2%,-1%
COc1ccc(C2(C)ON(c3ccccc3C(F)(F)F)C2=O)cc1 (stereo not given),.,.,.,.,5%,.,-15%,-3,.,-10%
COc1ccc2[nH]c(=O)c(CN(C(=O)c3ccco3)C3CCCCC3)cc2c1,-1%,21,11,3%,-26%,-3,.,-2,1%,5%
CC1(C)CC(=O)C2=C(C1)OC(=O)CC2c1cccs1 (stereo not given),-1%,26,0,-19%,?,-13,-10%,0,1%,1%
Cc1c(Cl)cccc1N(CC(=O)NC1CCCCC1)S(C)(=O)=O,-10%,1,2,-6%,-2%,1,5%,6,3%,6%
O=C(Nc1ccc2c(c1)CCCN2C(=O)c1ccco1)c1cc([N+](=O)[O-])ccc1Cl,.,19,.,.,-51%[inhibitor],4,-2%,-1,.,-2%
COc1ccc(S(=O)(=O)Cc2ccc(C(=O)NC(C)C)o2)cc1,-7%,9,2,8%,6%,3,6%,-3,-2%,-2%

# 6 records drawn at random from those above:
SMILES,MBNL1-CUG inh,KCNH2 3.1 inh,Coupling enz,MLL CXXC-DNA inh,Integrin act MD,KCNH2 WT inh,A-T KAP1 phos,TRPV1 agonist,GALK inhibitor,S-ASM inh
COc1ccc(Cl)cc1C(=O)Nc1ccc(S(=O)(=O)N2CCCC2)cc1,1%,4,-1,9%,-3%,-1,4%,4,0%,0%
Cc1c(Cl)cccc1N(CC(=O)NC1CCCCC1)S(C)(=O)=O,-10%,1,2,-6%,-2%,1,5%,6,3%,6%
COc1ccc(S(=O)(=O)Cc2ccc(C(=O)NC(C)C)o2)cc1,-7%,9,2,8%,6%,3,6%,-3,-2%,-2%
O=C(Nc1ccc2c(c1)CCCN2C(=O)c1ccco1)c1cc([N+](=O)[O-])ccc1Cl,.,19,.,.,-51%[inhibitor],4,-2%,-1,.,-2%
CCOC(=O)CSc1nnc2n(C3CCCCC3)c(=O)c3c4c(sc3n12)CCCC4,-1%,-2,0,0%,15%[7.66 µM],-2,-1%,29,2%,-5%
COc1ccc(C2(C)ON(c3ccccc3C(F)(F)F)C2=O)cc1 (stereo not given),.,.,.,.,5%,.,-15%,-3,.,-10%

# (listing goes on)
SMILES,MBNL1-CUG inh,KCNH2 3.1 inh,Coupling enz,MLL CXXC-DNA inh,Integrin act MD,KCNH2 WT inh,A-T KAP1 phos,TRPV1 agonist,GALK inhibitor,S-ASM inh
O=S(=O)(c1cccs1)n1cnc2ccccc21,-12%,-1,-3,17%,16%,-6,-8%,14,-2%,-1%
COc1ccccc1NS(=O)(=O)c1ccc(C)c(C(=O)NCCCN2CCCC2=O)c1,.,2,.,.,3%,2,-1%,-1,.,4%
CC1(C)CC(=O)C2=C(C1)Oc1ncn3nc(-c4cccnc4)nc3c1C2c1ccccc1 (stereo not given),20%,-3,-1,3%,9%,-1,1%,-1,4%,1%
CCOC(=O)c1sc(NC(=O)CCSC)nc1C,0%,5,3,2%,3%,-3,2%,1,4%,-1%
O=C(Nc1cccc([N+](=O)[O-])c1)c1ccn[nH]1,?,-1,0,4%,-5%,-11,0%,6,-2%,0%
CC(C)OC(=O)CSc1nnc(Cc2ccccc2)n1CC1CCCO1 (stereo not given),0%,6,-2,1%,3%,0,2%,2,-3%,7%
CCc1cc(C(=O)N(CC)CC(=O)Nc2ccc(OC)cc2)sc1C,.,5,.,.,18%,-8,-12%,12,.,4%
N#CC1=C(N)Oc2c(oc(CO)cc2=O)C1c1ccsc1 (stereo not given),?,1,-15,-10%,-7%,15,.,5,1%,-1%
Clc1ccc(-c2nc(N3CCOCC3)nc3ccccc23)cc1,-2%,-12,0,0%,8%,-6,33%,23,-2%,158%[activator]
CCc1ccc(NC(=O)CSc2nccn(-c3ccc4c(c3)OCCO4)c2=O)cc1,.,-4,.,.,-24%,2,-5%,1,.,2%
O=c1[nH]n(-c2ccccc2)c(=O)c2ccccc12,3%,-8,4,-1%,18%,-5,3%,-2,-1%,4%
NC(=O)C1CCN(CCC(=O)Nc2ccc3c(c2)CCC3)CC1,-3%,-11,-3,-3%,-4%,18,.,-2,-2%,5%
